DLD1 CTGF mRNA: YAP1 pathway inhibitors via CTGF transcript, primary screen, DLD1 colon cancer cells, RT-qPCR, single point (AID 743449); DLD1 CTGF mRNA qPCR, 24 h; hits give high values; inhibition, % at 12.5 µM; 9,900 tested, 0.9% active;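 active = mean normalized replicate activity at least 50 and at least half of replicates each reaching 50; inconclusive = only one of the two criteria met; inactive = neither criterion met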;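 also: 0% = neutral control wells and 100% = dasatinib control wells; higher means stronger suppression of CTGF expression like dasatinib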
Pax4 mRNA alpha TC1: Pax4 mRNA upregulation in alpha cells – RT-PCR, mouse alpha TC1 cells, single point, primary screen (AID 1053180). mouse alpha TC1 cells, Pax4 mRNA qPCR, 6 days; hits give high values; 100% = Pax4 plasmid added at qPCR. activation, % at 10 µM. 9,600 tested, 0.2% active;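 active = highest normalized replicate activity of 15 or more, or at least half the replicates reach 15 or more; inactive = neither condition met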;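 also: pax4 Ct normalized to GAPDH with activation seen as lower delta delta Ct; plate controls were plate neutral control wells for no effect and Pax4 plasmid positive control for full effect; each compound tested in two replicate wells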
* hit, by the source's call. This is a subset, so the mix of outcomes need not match the whole.

What do the screens show for `C[C@@H]1CN([C@H](C)CO)C(=O)CCCn2cc(nn2)CO[C@@H]1CN(C)C(=O)Oc1ccc2ccccc2c1`?
DLD1 CTGF mRNA: 24; Pax4 mRNA alpha TC1: 0.0

What do the screens show for `OC[C@@H]1Nc2ccc(C#Cc3cccnc3)cc2[C@@H]2NCC[C@H]12`?
DLD1 CTGF mRNA: -76; Pax4 mRNA alpha TC1: 0.4

Results for O=C1CNC[C@@H]2[C@@H](c3ccc(Br)cc3)[C@H](CO)N12 ?
DLD1 CTGF mRNA: -11; Pax4 mRNA alpha TC1: 0.0

What do the screens show for `O=C1CNC[C@@H]2[C@H](c3ccc(Br)cc3)[C@@H](CO)N12`?
DLD1 CTGF mRNA: 12; Pax4 mRNA alpha TC1: 0.0

What do the screens show for `CC=Cc1ccc2n(c1=O)C[C@H]1[C@H](CO)[C@@H](C(=O)OC)[C@@H]2N1S(=O)(=O)c1ccccc1C` (mixture of isomers)?
DLD1 CTGF mRNA: inconclusive; Pax4 mRNA alpha TC1: 0.0

Results for COc1cccc(CN2CC3(C2)[C@H](c2ccccc2)[C@H](CO)N3C(=O)Cc2ccccc2)c1 ?
DLD1 CTGF mRNA: -20

Results for CN(C)CC#Cc1ccc([C@@H]2[C@@H](CO)N3CCCCN(C(=O)Cc4ccccn4)C[C@H]23)cc1 ?
DLD1 CTGF mRNA: -22; Pax4 mRNA alpha TC1: 0.0

Results for C/C=C/c1ccc([C@H]2[C@H](CO)N3CCCCN(C(=O)Cc4cccnc4)C[C@@H]23)cc1 ?
DLD1 CTGF mRNA: 14; Pax4 mRNA alpha TC1: 0.0

3 compounds already listed, sorted by heavy-atom count, largest number first.
What do the screens show for `CC=Cc1ccc2n(c1=O)C[C@H]1[C@H](CO)[C@@H](C(=O)OC)[C@@H]2N1S(=O)(=O)c1ccccc1C` (mixture of isomers)?
DLD1 CTGF mRNA: inconclusive; Pax4 mRNA alpha TC1: 0.0

Results for C/C=C/c1ccc([C@H]2[C@H](CO)N3CCCCN(C(=O)Cc4cccnc4)C[C@@H]23)cc1 ?
DLD1 CTGF mRNA: 14; Pax4 mRNA alpha TC1: 0.0

What do the screens show for `OC[C@@H]1Nc2ccc(C#Cc3cccnc3)cc2[C@@H]2NCC[C@H]12`?
DLD1 CTGF mRNA: -76; Pax4 mRNA alpha TC1: 0.4

Fetched one by one from the list above (3):
What do the screens show for `OC[C@@H]1Nc2ccc(C#Cc3cccnc3)cc2[C@@H]2NCC[C@H]12`?
DLD1 CTGF mRNA: -76; Pax4 mRNA alpha TC1: 0.4

What do the screens show for `C[C@@H]1CN([C@H](C)CO)C(=O)CCCn2cc(nn2)CO[C@@H]1CN(C)C(=O)Oc1ccc2ccccc2c1`?
DLD1 CTGF mRNA: 24; Pax4 mRNA alpha TC1: 0.0

What do the screens show for `CC=Cc1ccc2n(c1=O)C[C@H]1[C@H](CO)[C@@H](C(=O)OC)[C@@H]2N1S(=O)(=O)c1ccccc1C` (mixture of isomers)?
DLD1 CTGF mRNA: inconclusive; Pax4 mRNA alpha TC1: 0.0
